Bioassay records from PubChem BioAssay.
PI4K2A block = qHTS for small molecular inhibitors of PI4K2A; Phosphatidylinositol 4-kinase type 2-alpha (Homo sapiens), Q9BTU6; purified PI4K2A, ADP-Glo luminescence, 1 h; active compounds read low; activity change, negative = inhibition, % at 76.9 µM; 420,000 compounds, 0.13% hits; AID 1346378, 2018; in the data active = activity change below about -50%; inconclusive = mostly about -30% to -49%;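 also: -100% = wells without enzyme as full effect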
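ADP-Glo luminescence measured ADP generated by PI4K2A enzyme (4 ug/mL before mixing) with 1.2 mM PI substrate (pre-mix) and 300 microM ATP (pre-mix). Tris pH7.5 buffer with MgCl2, Triton X-100; 1 h reaction at ambient temperature.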
USP1 inh = Inhibitors of USP1/UAF1: Primary Screen | Ubiquitin carboxyl-terminal hydrolase 1 (Homo sapiens), O94782 | recombinant USP1/UAF1, Ub-Rhodamine cleavage fluorescence | Potency, µM (highest dose often 57.1 µM), inactives show at the highest dose activity change, negative = inhibition, usual class: inhibitors | 390,000 compounds, 0.23% hits | AID 743255, 2014; also: potency is read from the fitted curve at half-maximal effect; % is scaled to controls: 0 for no effect and ±100 for the full control effect; nearly all actives have a fitted effect of over 60% in size; inactives centre near -12
Target sequence (O94782 whole entry, looked up): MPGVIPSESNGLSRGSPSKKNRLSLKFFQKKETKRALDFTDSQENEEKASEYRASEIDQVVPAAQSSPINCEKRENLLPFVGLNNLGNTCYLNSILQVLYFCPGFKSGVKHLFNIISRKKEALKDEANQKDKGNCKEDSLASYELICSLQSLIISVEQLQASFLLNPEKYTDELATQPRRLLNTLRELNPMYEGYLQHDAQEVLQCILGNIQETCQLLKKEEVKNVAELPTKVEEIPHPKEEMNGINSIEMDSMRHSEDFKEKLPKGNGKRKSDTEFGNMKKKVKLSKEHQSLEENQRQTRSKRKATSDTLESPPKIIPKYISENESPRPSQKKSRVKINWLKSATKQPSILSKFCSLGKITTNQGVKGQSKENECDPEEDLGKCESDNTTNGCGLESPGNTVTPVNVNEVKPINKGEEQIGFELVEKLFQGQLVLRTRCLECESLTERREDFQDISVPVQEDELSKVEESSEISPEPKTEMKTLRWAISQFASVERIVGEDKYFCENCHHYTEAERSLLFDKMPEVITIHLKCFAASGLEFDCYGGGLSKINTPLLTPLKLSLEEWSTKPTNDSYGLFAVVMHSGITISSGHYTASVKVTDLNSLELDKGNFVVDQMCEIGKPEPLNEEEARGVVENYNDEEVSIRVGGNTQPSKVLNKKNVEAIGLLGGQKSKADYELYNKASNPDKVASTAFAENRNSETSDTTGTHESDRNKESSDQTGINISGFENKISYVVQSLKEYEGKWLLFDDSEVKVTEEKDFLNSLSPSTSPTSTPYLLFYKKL
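Step one: compound is pinned into 1nM USP1/UAF1 in HEPES pH 7.8 buffer with TCEP. Step two: 15 min room-temperature incubation. Step three: Ub-Rho (150nM final) starts cleavage, tracked by fluorescence over six one-minute reads.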
mIDH1 inhibitor = qHTS for Inhibitors of mutant isocitrate dehydrogenase 1 (IDH1): qHTS; Potency, µM (series often up to 76.6 µM), without a hit: at the highest dose activity change, negative = inhibition, actives largely listed as inhibitors; AID 602179, 2012; 390,000 compounds, 0.093% hits; IDH1-R132H enzyme, NADPH consumption, diaphorase/resazurin fluorescence; also: potency is read from the fitted curve at half-maximal effect; % is scaled to controls: 0 for no effect and ±100 for the full control effect; nearly all actives have a fitted effect of over 65% in size
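IDH1-R132H (0.5 ug/mL) preincubated 30 min with compound, then NADPH (0.016 mM) and alpha-KG (2 mM) added; 80 min at RT, pH 7.5. Remaining NADPH coupled via diaphorase/resazurin to fluorescence (540/590 nm); concentration-response curves normalized to no-enzyme control.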
GLS inhibitor = qHTS for Inhibitors of Glutaminase (GLS); GLS enzymatic activity, qHTS titration; Potency, µM (series often up to 45.5 µM), without a hit: at the top dose activity change, negative = inhibition, hits mostly inhibitors; 410,000 compounds, 0.21% hits; also: potency is read from the fitted curve at half-maximal effect; % is scaled to controls: 0 for no effect and ±100 for the full control effect
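Coupled fluorescence readout: glutamate oxidase/HRP/Amplex Red detect glutamate formed by hKGA from L-glutamine (1 mM solution added). Buffer 45 mM KH2PO4 pH 8.2, 0.02% Tween-20; reads at t0 and 30 min RT.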
TrxR1 substrate = qHTS Assay for Substrates of Mammalian Selenoprotein Thioredoxin Reductase 1 (TrxR1): qHTS; Thioredoxin reductase 1, cytoplasmic (Rattus norvegicus), O89049; AID 588456, 2011; 390,000 compounds, 0.01% hits; Potency, µM (highest dose often 114 µM), without a hit: top-dose activity change, negative = substrate turnover; purified TrxR1 substrate turnover, NADPH consumption readout; also: potency is read from the fitted curve at half-maximal effect; % is scaled to controls: 0 for no effect and ±100 for the full control effect; nearly all actives have a fitted effect of over 50% in size
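Rat TrxR1, dispensed at 90 nM, was prereduced with 400 uM NADPH (final) for 5 min at ~22 deg C, then incubated with compound 15 min before 400 uM selenite. A first-read NADPH fluorescence drop versus no-compound background flagged substrates.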
HP1b chromo inh = HTS for Inhibitors of HP1-beta Chromodomain Interactions with Methylated Histone Tails; Chromobox protein homolog 1 (Homo sapiens), P83916; 390,000 compounds, 0.56% hits; AlphaScreen HP1-beta / biotin-H3K9me3 peptide binding; Potency, µM (highest dose often 114 µM), without a hit: at the highest dose activity change, negative = inhibition, most hits filed as inhibitors; also: potency is read from the fitted curve at half-maximal effect; nearly all actives have a fitted effect of over 70% in size; inactives centre near 23
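HP1-beta protein (50 nM final) preincubated 30 min at room temperature with biotinylated H3(1-18)K9me3 peptide (50 nM) in PBS pH 7.4, 0.01% Tween-20, then compound added for 30 min. AlphaScreen streptavidin donor/nickel chelate acceptor beads (10 ug/mL final), 30 min dark, luminescence read.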
rTrxR1 inhibitor = qHTS Assay for Inhibitors of Mammalian Selenoprotein Thioredoxin Reductase 1 (TrxR1): qHTS | 390,000 compounds, 1% hits | recombinant rTrxR1, NADPH fluorescence consumption, selenite substrate | AID 588453, 2011 | Potency, µM (top dose mostly 114 µM), without a hit: at the highest dose activity change, negative = inhibition, most hits filed as inhibitors; also: potency is read from the fitted curve at half-maximal effect; % is scaled to controls: 0 for no effect and ±100 for the full control effect; nearly all actives have a fitted effect of over 65% in size
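Rat TrxR1 (90 nM in the dispensed reagent) was pre-reduced with 400 uM NADPH for 5 min at room temperature, then incubated with compound for 15 min. After 400 uM selenite was added, NADPH fluorescence (Ex 340/Em 450 nm) was followed for 8 min.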
Pin1 inhibitor = qHTS Assay to Find Inhibitors of Pin1; Potency, µM (top dose mostly 115 µM), without a hit: at the highest dose activity, negative = inhibition, usual class: inhibitors; Peptidyl-prolyl cis-trans isomerase NIMA-interacting 1 (Homo sapiens), Q13526; 390,000 compounds, 0.009% hits; Pin1 FP peptide displacement, HiFluor488, 10 min; AID 504891, 2011; active = well fitted inhibition curve with a large enough effect in the polarisation, with a control signal flat, not every such curve was filed as active; inconclusive = small, poorly fitted or top-dose-only effect, or effect the other way, or a change in a side signal; inactive = no such curve, though single readings can be large or run the other way; the % refers to the polarisation; also: potency is read from the fitted curve at half-maximal effect; % is scaled to controls: 0 for no effect and ±100 for the full control effect
Target sequence (Q13526 whole entry, looked up): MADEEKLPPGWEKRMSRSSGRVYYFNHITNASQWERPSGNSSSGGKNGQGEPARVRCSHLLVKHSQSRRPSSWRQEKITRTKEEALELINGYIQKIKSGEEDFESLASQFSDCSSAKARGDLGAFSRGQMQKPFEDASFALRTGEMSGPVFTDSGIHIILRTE
Tb PGK inh = qHTS Assay to Find Inhibitors of Phosphoglycerate Kinase | PGK/GAPDH coupled, Kinase-Glo luminescence, 60 min | Potency, µM (highest dose often 57.5 µM), without a hit: top-dose activity change, negative = inhibition, usual class: inhibitors | 380,000 compounds, 0.043% hits; also: potency is read from the fitted curve at half-maximal effect; % is scaled to controls: 0 for no effect and ±100 for the full control effect; nearly all actives have a fitted effect of over 60% in size
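Luminescent ATP detection (Kinase-Glo Plus) follows a 60-minute room-temperature incubation, with wells lacking PGK as controls. Buffer: 100 mM TEA (pH 7.6), 5 mM MgCl2, 0.01% Tween-20. Coupling enzyme GAPDH (100 nM final) supplies unstable 1,3-BPG in-well.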
Starred values were filed as active, the others as inactive; i = inactive; ? = inconclusive; . = no result given; [ ] = another dose, or the depositor's remark. Unless noted, calls follow the shape of the dose curve; as a rule, active = well fitted curve in the direction sought with a large enough effect; inconclusive = small, poorly fitted or top-dose-only effect, or another doubt; inactive = no such curve, though single readings can be large; an effect the other way counts as inactive or inconclusive. Only part of the results is shown; count on the stated rates, not on these rows.

SMILES	PI4K2A block	USP1 inh	mIDH1 inhibitor	GLS inhibitor	TrxR1 substrate	HP1b chromo inh	rTrxR1 inhibitor	Pin1 inhibitor	Tb PGK inh
Cc1csc2nc(O)c(C(=O)NC3CCCCC3)c(=O)n12	-1.8	-15.6%	1.5%	-1.3%	5.9%	13.1%	18.5%	0.2%	5.1%
CCN(C(=O)COC(=O)c1ccc2c(=O)n3c(nc2c1)CCC3)C1CCS(=O)(=O)C1 (centres undefined)	3.1	-1.4%	0.2%	4.9%	13.9%[57.1 µM]	15.0%	14.7%[57.1 µM]	2.7%	-1.5%
O=C(O)c1ccccc1C(=O)OCCCCOC(=O)c1ccccc1C(=O)O	-0.8	-2.8%	3.2%	1.9%	4.4%	29.7%	18.6%	-24.6%	-4.6%
O=C(Cn1cc(C(=O)C(F)(F)F)c2ccccc21)N1CCCCCC1	-3.3	-24.5%	12.6%	2.6%	1.0%	18.2%	-5.7%	0.1%	-6.4%
C=CCNC(=O)CCCOc1cccc(C)c1	2.7	-0.9%	-0.2%	0.1%	9.9%	21.6%	5.4%	7.2%	8.9%
COc1ccc(Nc2nc(C(C)(C)C)nc3c2nnn3Cc2ccccc2Cl)cc1OC	7.4	12.8%	2.5%	4.6%	-7.0%	21.2%	-4.4%	1.0%	-3.1%
COC(=O)Oc1ccc(/C=N/NC(=O)CSCc2ccc(Cl)cc2)cc1OC	-1.6	-13.9%	8.0%	0.4%	-11.2%	27.5%	12.0%	0.7%	-5.9%
C=CC[n+]1ccc2ccccc2c1C	-0.5	-24.5%	2.5%	1.7%	-6.4%[57.1 µM]	10.3%	32.8%[57.1 µM]	-5.6%	i
Cc1ccc2scc(N3CCc4ccccc4C3)c(=O)c2c1	-3.8	-8.4%	0.0%	23.1%	-4.3%[57.1 µM]	20.0%[57 µM]	-6.5%[57.1 µM]	?	0.0%
COC(=O)c1cc(NC(=O)COC(=O)C2COc3ccccc3O2)cc(C(=O)OC)c1 (centres undefined)	-2.1	-17.0%	10.2%	-1.6%	0.3%	45.1%[activator]	12.6%	22.5%	i
CC(C)(c1ccccc1)c1ccc(OCc2ccc(C(=O)O)o2)cc1	3.4	-7.4%	-10.1%	11.0%	-6.4%	-6.0%	0.6%	-11.7%	-3.8%
COc1cccc(CNC(=O)CCCNC(=O)c2ccc(Cl)cc2)c1	-16.0	-9.6%	4.4%	-0.7%	-0.2%	23.5%	9.5%	6.4%	1.3%
COCCNC(=O)C(=O)NCC1OCCN1S(=O)(=O)c1cc(F)ccc1F (centres undefined)	-3.3	-16.1%	-5.1%	0.1%	0.9%	24.9%	16.5%	-7.1%	-1.3%
CC1CCCN(Cc2c(O)ccc3c2O/C(=C\c2ccco2)C3=O)C1 (centres undefined)	-17.7	14.1%	4.7%	103.1%[activator]	-19.9%[57.1 µM]	-10.3%	?	?	-1.9%
c1ccc(-c2nn3c(-c4ccco4)nnc3s2)nc1	-10.8	-8.4%	-5.1%	-9.1%	3.9%	60.2%[activator]	?	3.6%	-5.0%
C/C(=N\OCC(=O)Nc1ccc(OC(F)(F)F)cc1)c1ccc2c(c1)OCCO2	0.4	-6.9%	7.6%	0.4%	0.7%[57.1 µM]	22.9%	1.0%[57.1 µM]	1.9%	-2.0%
C=C[C@@H]1c2ccccc2N(S(=O)(=O)c2ccc(C)cc2)[C@H](c2ccc(C(=O)OC)cc2)C1(C#N)C#N	-1.1	?	-8.8%	-2.4%	0.8%	30.5%	16.0%	14.2%	6.4%
O=C(COc1ccc(Cl)cc1Cl)NC(=S)N1CCCc2ccccc21	-0.1	-21.8%	9.5%	0.9%	15.8%[57.1 µM]	?	8.3%	-7.3%	.
O=C(Nc1ccc(S(=O)(=O)N2CCCC2)cc1)c1ccc(CN2CCOCC2)cc1	2.9	-21.9%	9.9%	3.3%	-0.2%	17.3%	9.4%	0.4%	-8.9%
CCNC(=S)Nc1cccc(F)c1C	-1.0	-4.4%	7.0%	2.7%	6.2%[57.1 µM]	1.2%	22.7%[57.1 µM]	0.6%	-7.0%

Three compounds out of the list above, sorted by their value in rTrxR1 inhibitor, high to low:
Structure	rTrxR1 inhibitor
O=C(O)c1ccccc1C(=O)OCCCCOC(=O)c1ccccc1C(=O)O	18.6%
COCCNC(=O)C(=O)NCC1OCCN1S(=O)(=O)c1cc(F)ccc1F (centres undefined)	16.5%
COc1ccc(Nc2nc(C(C)(C)C)nc3c2nnn3Cc2ccccc2Cl)cc1OC	-4.4%

(list continues)
SMILES	PI4K2A block	USP1 inh	mIDH1 inhibitor	GLS inhibitor	TrxR1 substrate	HP1b chromo inh	rTrxR1 inhibitor	Pin1 inhibitor	Tb PGK inh
O=C1c2cccc3cccc(c23)C(=O)N1/N=C/c1ccc(O)cc1O	3.3	-20.7%	3.0%	4.9%	-5.8%	18.1%	-2.5%	?	-6.4%
CC(C)Cn1c2c(c(O)c(C(=O)Nn3c(Cc4ccccc4)nc4ccccc4c3=O)c1=O)CCCC2	1.1	-2.0%	2.8%	16.6%	-4.7%	26.0%	-5.4%	1.7%	-5.9%
Cc1ccc(NC(=O)CN2C(=O)N/C(=C/c3ccc(N4CCOCC4)cc3)C2=O)cc1	-1.0	-20.7%	7.4%	5.3%	-1.3%	6.9%	0.3%	19.4%	i
CCOC(=O)N1CCC(NS(=O)(=O)c2ccc3c(c2)OCC(=O)N3)CC1	-3.4	0.2%	3.8%	0.3%	-5.0%	7.8%	-5.1%	-13.1%	4.9%
NC(=O)c1ccc(-c2c(-c3ccccc3)sc3ccccc23)cc1	-2.2	-24.9%	-13.0%	-1.1%	0.0%	32.5%	14.4%	-1.9%	-3.3%
COc1ccc(CCNc2nc(C)nc3c2oc2ccccc23)cc1OC	-3.5	-27.1%	8.5%	-5.5%	-9.0%	18.7%	-1.5%	0.6%	-4.2%
CCc1ccc(OCC(=O)N(Cc2ccccc2)C2CCS(=O)(=O)C2)cc1 (centres undefined)	-2.3	-13.1%	0.7%	-3.8%	-1.0%	5.1%	17.2%	?	8.6%
CC(=O)c1cccc(NC(=O)Cn2ccn3nc(-c4ccccc4)cc3c2=O)c1	-7.0	-17.4%	.	2.2%	-1.9%[57.1 µM]	9.9%	12.1%[57.1 µM]	7.1%	.
CC12CCC(C/C1=N\N=C1\NC(=O)/C(=C\c3ccc(Cl)cc3)S1)C2(C)C (centres undefined)	-7.4	-12.8%	3.2%	8.2%	5.1%[57.1 µM]	21.8%	10.4%[57.1 µM]	0.6%	-9.1%
O=C(CCc1ccccc1)C(=O)N1CCCC(C(=O)c2cccc(Cl)c2)C1 (centres undefined)	2.6	-12.0%	7.9%	-1.6%	6.5%[57.1 µM]	20.5%	20.7%[57.1 µM]	10.9%	-5.4%
O=C(NCCCN1CCOCC1)c1cc(-c2ccccc2)on1	-4.3	-6.3%	5.9%	18.8%	10.6%[57.1 µM]	-13.4%	37.1%[activator][57.1 µM]	0.6%	i
COc1cc(OC)c(C2CC(=O)N3CN(C)CSC3=C2C#N)cc1OC (centres undefined)	-5.8	-28.2%	5.5%	-4.3%	0.7%[57.1 µM]	-23.6%	-25.8%[57.1 µM]	1.1%	-11.4%
CCOc1ccccc1NC(=O)CCSc1nc2n[nH]c(C)c2c(=N)n1-c1ccccc1Cl	3.8	5.3%	-4.3%	2.8%	-2.6%	20.4%	3.9%	15.7%	-2.1%
COc1ccc(CC(=O)NCc2nnc(SCC(=O)Nc3nccs3)n2C)cc1	-3.8	-14.1%	20.4%	0.7%	5.4%	33.6%	9.5%	-1.5%	-0.2%
CN(C)/C=C/c1c([N+](=O)[O-])c2ccc(O)cc2n1-c1ccccc1	-4.3	-10.3%	-10.2%	8.91µM*	-3.8%	-28.0%	6.9%	4.7%	-10.0%
O=C(C1=CC=CN2CCS(=O)(=O)N=C12)N1CCN(c2cccc(Cl)c2)CC1	-0.1	-7.6%	-8.9%	-5.4%	-2.5%	40.2%[activator]	10.5%	2.4%	-1.6%
CCCCOc1ccc(C(=O)N/C(=C/C=C/c2ccccc2)C(=O)NCCO)cc1	1.5	-15.1%	-11.0%	0.0%	-11.4%	15.9%	-4.3%	-1.2%	4.7%
COc1ccccc1N1CCN(C(=O)c2c(-c3ccccc3Cl)noc2C)CC1	-9.4	-7.9%	0.3%	3.6%	10.5%[57.1 µM]	3.9%	1.6%	-4.1%	-3.5%
COc1ccc(OCCCC(=O)N(C)CC(=O)Nc2c(C)cccc2C)cc1	0.0	-14.9%	2.1%	-1.7%	-4.8%	21.0%	0.8%	1.2%	i
